Bioassay records (PubChem BioAssay)
NPY-Y1 antag = blocks the human neuropeptide Y Y1 receptor | P25929 | HEK293-CNG Y1 cells, membrane potential fluorescence; NPY at EC95, then isoproterenol | inhibition, % at 3.6 µM | 200,000 compounds, 1% hits;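 active = inhibition above the campaign mean inhibition of all tested compounds plus 3 SD, cut at about 20% in these data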;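 note: 0% = DMSO wells given NPY plus isoproterenol and 100% = isoproterenol alone without NPY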
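Assay system: HEK293 cells with Y1 receptor plus CNG channel | Probe or stimulus: NPY (25 nM), isoproterenol (1 µM), Ro 20-1724 (25 µM) | Timing: Compound incubation 1 h at room temperature, readout 45 min post-stimulation | Measured by: Membrane-potential fluorescent dye readout | Benchmarks: High control isoproterenol alone, low control NPY with isoproterenol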
Ba/F3 V617F tox = lowers viability of Ba/F3 cells expressing EpoR and JAK2V617F | 220,000 compounds, 1.1% hits | ATP luminescence | AID 1446 | inhibition, % at 5.6 µM;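 active = inhibition above the campaign mean plus 3 SD over all tested compounds, cut at about 24% in these data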;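 note: cytokine-independent growth of Ba/F3 cells driven by EpoR plus mutant JAK2; 0% = DMSO-treated cells and 100% = JAK inhibitor I control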
NPY1 pot ag = human NPY-Y1 potentiation or agonism, primary screen; activation, % at 3.6 µM; 220,000 compounds, 0.37% hits; P25929; NPY-Y1 expressing cells, potentiator/agonist activation; AID 1304; in the data active = activation above about 33%, passing the limit was not always enough;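 note: cells stimulated with NPY at EC10 then isoproterenol at EC100; 0% = low agonist plus stimulus and 100% = saturating agonist plus stimulus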
p47phox inh = p47phox (human) inhibition; P14598; p47phox/p22phox peptide binding, fluorescence polarization, 2 h; inhibition, % at 24.7 µM; 220,000 compounds, 0.53% hits;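 active = inhibition above about 30%, limit read from the data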;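 note: 0% = p47phox with labelled peptide and 100% = labelled peptide alone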
Target sequence (P14598 whole entry, looked up): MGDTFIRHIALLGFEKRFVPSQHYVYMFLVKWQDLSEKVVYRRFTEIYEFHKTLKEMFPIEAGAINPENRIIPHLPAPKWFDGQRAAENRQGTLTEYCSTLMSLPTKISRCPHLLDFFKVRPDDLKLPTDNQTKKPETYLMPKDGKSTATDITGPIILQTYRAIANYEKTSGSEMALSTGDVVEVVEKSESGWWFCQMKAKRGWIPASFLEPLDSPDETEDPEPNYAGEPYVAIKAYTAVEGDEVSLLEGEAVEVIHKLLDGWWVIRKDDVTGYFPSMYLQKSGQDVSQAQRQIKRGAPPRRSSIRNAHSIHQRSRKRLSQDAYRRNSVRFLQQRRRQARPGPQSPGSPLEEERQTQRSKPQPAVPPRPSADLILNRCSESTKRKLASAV
S1P4 agonist = activates the human S1P4 receptor; O95977; S1P4-expressing cell line, agonist reporter assay; activation, % at 4.98 µM; 220,000 compounds, 0.35% hits; in the data active = activation above about 11%;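 note: 0% = DMSO vehicle and 100% = reference agonist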
CHOP inh = blocks CHOP induction under ER stress; CHO-K1 CHOP-promoter luciferase, tunicamycin-induced, 15-18 h; 220,000 compounds, 3.8% hits; inhibition, % at 10 µM;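 active = compounds that reduced the stress-induced luciferase reporter signal by more than about 70% of percent inhibition, limit read from the data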;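 note: 0% = tunicamycin plus vehicle and 100% = wells without tunicamycin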
S1P4 antag = blocks the human S1P4 receptor | S1P4-expressing cells, antagonist mode, reporter read-out | inhibition, % at 4.98 µM | 220,000 compounds, 0.26% hits; in the data active = inhibition above about 29%;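 note: 0% = wells stimulated with agonist and 100% = vehicle wells without agonist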
BaF3 tox = reduces parental Ba/F3 cell viability, JAK2V617F counter-screen | CellTiter-Glo ATP luminescence | inhibition, % at 5.6 µM | 220,000 compounds, 1.1% hits;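 active = inhibition above a per-campaign cutoff, the mean inhibition of all tested compounds plus 3 SD, cut at about 27% in these data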;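 note: 0% = DMSO wells and 100% = JAK Inhibitor I control wells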
NPY-Y2 PAM-ag = potentiates or activates human NPY-Y2 receptor; P49146; cells expressing NPY-Y2, potentiator/agonist read-out; activation, % at 3.6 µM; 220,000 compounds, 0.45% hits; AID 1359; in the data active = activation above about 27%;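 note: cells stimulated with NPY near EC25 plus isoproterenol at EC100; 0% = vehicle plus submaximal agonist and 100% = vehicle plus saturating agonist; some results beyond the cut were filed as inactive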
Target sequence (P49146 whole entry, looked up): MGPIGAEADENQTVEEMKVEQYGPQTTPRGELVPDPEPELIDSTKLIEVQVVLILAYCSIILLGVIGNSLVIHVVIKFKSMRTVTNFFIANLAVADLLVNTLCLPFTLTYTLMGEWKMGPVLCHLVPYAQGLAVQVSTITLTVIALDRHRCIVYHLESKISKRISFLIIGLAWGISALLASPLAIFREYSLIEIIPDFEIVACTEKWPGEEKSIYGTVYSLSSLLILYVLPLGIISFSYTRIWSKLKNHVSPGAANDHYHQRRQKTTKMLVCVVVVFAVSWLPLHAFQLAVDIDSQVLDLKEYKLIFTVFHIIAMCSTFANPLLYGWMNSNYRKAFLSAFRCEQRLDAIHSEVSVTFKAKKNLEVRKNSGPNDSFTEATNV
Starred values were filed as active, the others as inactive; · = not tested or not shown. Rows were taken by chance. Share with any hit: about 7.1%.

cpd	Structure	NPY-Y1 antag	Ba/F3 V617F tox	NPY1 pot ag	p47phox inh	S1P4 agonist	CHOP inh	S1P4 antag	BaF3 tox	NPY-Y2 PAM-ag
1	CN(C)CC1CCCCC1OC(=O)/C=C/c1ccccc1 (stereo not given)	·	-3	-26	-15	1.2	-5	8	1	-3
2	Cn1cc(/C=C/C(=O)N2CCCC(C(=O)c3cccc(C(F)(F)F)c3)C2)cn1 (stereo not given)	6	5	-19	1	-0.1	29	-5	10	-11
3	Cc1cccc(-n2c(N)c(C(=O)N3CCN(C)CC3)sc2=S)c1	-3	2	-6	-9	-0.7	-3	-16	3	1
4	Cc1ccc(CSc2ncnc3c2cnn3-c2ccc(C)cc2)cc1	2	6	-6	-28	-0.8	-6	12	14	-6
5	COc1ccc(N2CCN(C(CNC(=O)c3ccc4c(c3)OCO4)c3cccnc3)CC2)cc1 (stereo not given)	-1	-2	4	-16	1.2	-1	-13	0	-5
6	COc1ccc(NC(=O)N2c3ccccc3C(C)=CC2(C)C)cc1	-4	4	-2	4	-2.4	-1	-3	5	-11
7	O=C(Nc1ccccc1)c1cc2ccccc2o1	7	-1	-37	-18	1.0	16	-5	4	-4
8	CC(=O)N1CC(C)c2scc(C)[n+]2-c2ccccc21 (stereo not given)	23*	-1	-9	3	0.4	5	-10	3	10
9	CCc1nnc(NC(=O)Nc2ccc(Cl)cc2)s1	-3	1	-1	0	-1.7	3	-5	2	-10
10	O=C(Nc1cccc(Cl)c1)Nc1ccnc(-c2cccnc2)n1	-3	7	-2	-1	1.1	105*	-17	0	4
11	Clc1ccc2nc(-c3ccccc3)nc(C(Cl)Cl)c2c1	·	-3	10	-12	-0.1	76*	-1	-3	6
12	Cc1ccc(C(=O)N/C(=C\c2ccc(Br)cc2)c2nc(=S)[nH][nH]2)cc1	-14	-2	47*	-18	-1.0	108*	-22	1	21
13	CCOc1ccc(NC(=O)C2CCCN(S(=O)(=O)c3c(C)n[nH]c3C)C2)cc1 (stereo not given)	1	6	5	1	-0.7	-17	5	0	-2
14	COc1ccc(S(=O)(=O)N2CCC(C(=O)NCCC3=CCCCC3)CC2)cc1OC	-5	0	4	-3	-0.8	16	-17	11	-8
15	Cc1nn(C)c(Oc2ccc(Cl)cc2)c1C(=O)Nc1ccc(F)cc1F	4	0	-42	-11	-2.4	57	-21	4	-35
16	O=C1c2ccccc2C2NC(=O)C3(CCCCC3)N12 (stereo not given)	-1	-2	9	-11	-1.4	21	-14	3	4
17	CC(=O)Nc1ccc(S(=O)(=O)NCc2ccncc2)cc1	-1	32*	0	8	1.0	5	-11	37*	-5
18	CC(C)CN(C(=O)c1ccc(=O)n(C)n1)c1nc2ccccc2s1	6	1	-4	-3	1.5	-1	-4	3	0
19	COC(=O)CNC(=O)c1cccc(-c2ccc(OC)cc2)c1	8	5	-1	5	0.7	1	8	2	2
20	NC(N)=Nc1nc(-c2ccccc2)c2cc(F)ccc2n1	5	12	-30	-40	1.7	7	-16	3	-19
21	CCOc1ccc(CCNC(=O)c2cc3ccccn3n2)cc1OCC	1	3	-6	-7	-1.7	11	-28	3	2
22	Cc1ccc(COC(=O)c2nn(C)c(=O)c3ccccc23)cc1	10	-3	-13	-1	2.1	39	-11	0	-15
23	N#Cc1ccc(N2CCOCC2)nc1	·	-5	-6	0	1.0	3	7	-1	-4
24	CC(=O)N1CN(C2CCS(=O)(=O)C2)Cc2c1sc1c2CCCC1 (stereo not given)	9	7	-7	-1	0.8	18	6	6	-17
25	Cc1ccc(NC(=O)CNC(c2ccccc2)c2ccccc2)c(F)c1	8	1	5	-7	-1.0	69	-7	4	-8
26	Cc1ccc([N+](=O)[O-])cc1S(=O)(=O)Nc1ccccn1	0	-1	-16	0	1.9	12	-4	3	2
27	O=C(Nc1cnn(Cc2ccc(F)cc2)c1)C(c1ccccc1)c1ccccc1	-7	4	8	5	-1.2	52	-16	6	7
28	CCN1CCN(CCCNC(=O)c2cc3sccc3n2CC)CC1	0	-5	0	-10	2.0	-5	-12	-1	4
29	Cc1nc2cc(C(F)(F)F)ccc2n1C1CCN(CC(=O)NC(C)(C)C)CC1	-10	3	7	-1	1.0	37	6	4	-11
30	CCN(CC)C(=O)c1cc2c(=O)oc3ccccc3c2s1	0	4	69*	-2	-3.1	35	0	12	58*
31	CCN(CC)S(=O)(=O)c1cccc(-n2c(O)c(C=Nc3ccccc3C(=O)O)c3ccccc3c2=O)c1	·	26*	48*	-12	1.4	-14	-5	10	74*
32	Cn1c(=O)[nH]c(=O)c2c1nc(CN1CCOCC1)n2Cc1ccc(F)cc1	1	-2	-13	-7	0.3	-7	-8	1	-7
33	COc1ccc(N(C(=O)c2ccco2)C(C(=O)NC2CCCC2)c2ccc(N(C)C)cc2)cc1 (stereo not given)	0	6	-8	-18	-1.0	10	-11	0	-10
34	COc1c(N2CCN(C(=S)NCc3ccccc3)C(C)C2)c(F)cc2c(=O)c(C(=O)O)cn(C3CC3)c12 (stereo not given)	0	3	11	3	-1.3	65	0	6	18
35	C/C(=N\NC(N)=S)C1C2C3CC4C5CC(C42)C1C53 (stereo not given)	-2	19	22	-97	-0.9	44	16	24	19
36	COc1ccccc1Cn1c(=S)[nH]c2cc(C(=O)NCC3CCCO3)ccc2c1=O (stereo not given)	-1	4	-2	-8	-1.7	39	-2	6	7
37	O=C1CC2c3ccccc3C1C1C(=O)N(CCc3ccccc3)C(=O)C21 (stereo not given)	-5	-4	19	-18	4.1	16	-2	0	8
38	O=C(NCc1ccc2[nH]c3c(c2c1)CCCC3)c1ccc(S(=O)(=O)N2CCCC2)cc1	1	1	0	-15	1.7	77*	13	5	-10
39	CCN=C1SC(CC(=O)Nc2ccc(C)cc2)C(=O)N1CC (stereo not given)	-1	-3	-6	-5	-0.8	18	-14	0	3
40	O=c1[nH]c(CN2CCN(C/C=C/c3ccccc3)CC2)nc2cc(Cl)ccc12	10	1	-19	-3	-0.1	-16	-4	6	-14
41	Cc1cc(C(=O)CSc2nn(-c3ccccc3)c(=S)s2)c(C)n1Cc1ccco1	15	-3	-43	-44	0.2	11	2	2	-14
42	CCCCNC(=O)N1CCN(c2ncccn2)CC1	-1	-1	6	1	2.3	-19	0	-2	15
43	Cc1ccc(CNC(=O)CN2C(=O)COc3ccc(C)cc32)cc1	2	0	22	-3	1.6	3	5	4	6
44	Cn1c(=O)c2c(nc(SCC(=O)NCc3ccco3)n2C)n(C)c1=O	0	5	8	-18	0.3	8	-24	3	-7
45	CC(C)N1CCC(NC(=O)NC2CCCCC2)CC1	2	2	4	-3	0.1	12	-14	2	1
46	CC(CN1CCOCC1)C(=O)c1ccccc1 (stereo not given)	0	-3	0	-5	-0.5	23	6	4	18
47	Cc1cccc(NC(=S)NN2CCN(C)CC2)c1C	0	0	0	-16	-0.1	6	10	4	10
48	O=C(NC(=S)Nc1ccc(O)cc1)c1ccccc1Cl	-3	2	-18	-3	-1.9	11	2	3	-10
49	Cc1ccc(C2/C(=C(\O)c3cnn(-c4ccccc4)c3C)C(=O)C(=O)N2CCN(C)C)o1 (stereo not given)	2	-1	2	-10	1.5	-12	-4	-5	-6
50	CCSc1nnc(NC(=O)c2cc(C)on2)s1	6	8	-5	-14	2.1	-17	-1	9	-14

(more compounds)
cpd	Structure	NPY-Y1 antag	Ba/F3 V617F tox	NPY1 pot ag	p47phox inh	S1P4 agonist	CHOP inh	S1P4 antag	BaF3 tox	NPY-Y2 PAM-ag
51	Cc1ccccc1Cn1cc(NC(=O)CCCn2nc([N+](=O)[O-])cc2C)cn1	1	-3	20	-1	1.4	-9	10	4	-13
52	O=C(Nc1cccc(N=Cc2cc(Br)cc(Br)c2O)c1)c1ccco1	-1	-2	-14	-12	1.0	23	-5	6	-8
53	N#Cc1nc(-c2ccco2)oc1NCCCn1ccnc1	-1	0	7	-4	1.1	-13	-2	2	-7
54	N#C/C(=C\c1cn(Cc2ccc(C#N)cc2)c2ccccc12)C(=O)NCc1cccs1	2	-6	-35	-6	1.0	1	-15	0	2
55	CC(=O)Nc1cc(C(=O)N2CCCC2)ccc1S(=O)(=O)c1ccc(Cl)cc1	3	2	19	-11	0.5	48	-5	5	7
56	COc1ccc(/C=N/NC(=O)Cn2ccnc2C)cc1OC	·	-1	11	-4	0.9	-4	-10	0	-13
57	C=CCN=c1sc(C(=O)OC)cc(=O)n1CC=C	5	-1	-20	-13	0.4	-20	-12	3	-23
58	COC(=O)c1cc(NC(=O)c2cc(C)oc2C)cc(C(=O)OC)c1	-5	-5	-13	-23	1.4	-2	3	1	-10
59	CC1CN(c2nc(-c3ccccc3)nnc2-c2ccccc2)CC(C)O1 (stereo not given)	5	2	-32	2	0.8	53	-10	6	-2
60	Cc1ccc(/C=N/NC(=O)c2ccco2)cc1	·	-4	2	-3	-0.4	-45	-10	0	-5
61	CN(C(=O)c1ccccc1C(=O)c1ccccc1)C1CCS(=O)(=O)C1 (stereo not given)	-2	-5	-2	5	-1.7	-1	7	-2	-2
62	Cc1ccc(Cn2c(SC3CCOC3=O)nc3ccccc3c2=O)cc1 (stereo not given)	-1	-3	-17	0	0.4	7	-2	3	-2
63	Cc1ccccc1NC(=O)CSc1nc(COc2ccccc2)nc2ccccc12	10	1	-12	1	-0.1	26	-9	2	0

2 records drawn at random from those above, as already listed:
cpd	Structure	NPY-Y1 antag	Ba/F3 V617F tox	NPY1 pot ag	p47phox inh	S1P4 agonist	CHOP inh	S1P4 antag	BaF3 tox	NPY-Y2 PAM-ag
49	Cc1ccc(C2/C(=C(\O)c3cnn(-c4ccccc4)c3C)C(=O)C(=O)N2CCN(C)C)o1 (stereo not given)	2	-1	2	-10	1.5	-12	-4	-5	-6
50	CCSc1nnc(NC(=O)c2cc(C)on2)s1	6	8	-5	-14	2.1	-17	-1	9	-14
